APOBEC3A inh: blocks human APOBEC3A ssDNA deamination. hit rate 0.41% among 330,000. recombinant A3A, FAM/TAMRA ssDNA deamination fluorescence. inhibition, % at 20 µM;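 active = at least 40% inhibition at 20 µM here, with at most 30% in a related deaminase screen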;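 also: plate controls were A3A with DMSO for no effect and wells lacking A3A enzyme for full effect; some results filed as inactive read as strong as hits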
Target sequence (P31941 whole entry, looked up): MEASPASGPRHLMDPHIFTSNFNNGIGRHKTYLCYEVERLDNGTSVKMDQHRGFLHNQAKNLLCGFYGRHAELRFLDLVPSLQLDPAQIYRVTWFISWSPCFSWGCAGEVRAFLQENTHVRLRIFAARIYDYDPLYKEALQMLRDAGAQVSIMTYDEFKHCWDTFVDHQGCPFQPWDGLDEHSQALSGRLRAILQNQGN
NLRP3 yeast inh: NALP3 inhibition in yeast; hit rate 0.39% among 330,000; Yeast reconstituted NLRP3/ASC/caspase-1, beta-gal luminescence, 24 h; inhibition, % at 10 µM;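 active = inhibition of 50% or more; inactive = inhibition below 50%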;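 also: plate controls were induced DMSO wells for no effect and uninduced yeast grown without galactose for full effect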
mIAP block: blocks mouse intestinal alkaline phosphatase. AID 2806. inhibition, % at 10 µM. hit rate 0.2% among 330,000. purified mouse IAP, CDP-Star luminescence, 30 min;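 active = inhibition of at least 40% at 10 µM in the primary screen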;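 also: plate controls were DMSO with enzyme for no effect and no enzyme wells for full effect; values of inactives mirror those of a sister screen read the other way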
hIAP act: increases human intestinal alkaline phosphatase activity; activation factor at 10 µM; purified human IAP, CDP-Star luminescence, 30 min; hits give high values; 1 = vehicle-only enzyme, 0 = enzyme-free background; AID 2524; hit rate 0.16% among 330,000; P09923;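 active = activation factor of the enzyme at least 2-fold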; also: the source names both 10 and 20 µM as test concentration; values of inactives mirror those of a sister screen read the other way
Target sequence (P09923 whole entry, looked up): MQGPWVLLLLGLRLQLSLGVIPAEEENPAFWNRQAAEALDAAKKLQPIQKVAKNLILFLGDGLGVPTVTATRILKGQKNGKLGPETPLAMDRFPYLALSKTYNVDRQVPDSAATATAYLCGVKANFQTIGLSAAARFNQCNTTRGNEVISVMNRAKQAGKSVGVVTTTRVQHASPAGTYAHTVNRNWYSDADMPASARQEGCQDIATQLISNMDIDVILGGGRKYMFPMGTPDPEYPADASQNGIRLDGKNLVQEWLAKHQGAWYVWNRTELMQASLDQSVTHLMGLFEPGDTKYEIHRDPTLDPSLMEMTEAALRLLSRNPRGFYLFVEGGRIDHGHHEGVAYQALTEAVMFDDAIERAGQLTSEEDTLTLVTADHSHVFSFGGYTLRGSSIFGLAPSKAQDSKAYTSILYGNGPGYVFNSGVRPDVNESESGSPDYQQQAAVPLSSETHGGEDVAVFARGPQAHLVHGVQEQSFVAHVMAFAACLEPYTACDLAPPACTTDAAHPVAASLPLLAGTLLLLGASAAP
mIAP activ: increases mouse intestinal alkaline phosphatase activity | hit rate 0.24% among 330,000 | activation factor at 10 µM | muIAP, CDP-Star luminescence, 30 min; hits give high values; 1 = vehicle-only enzyme signal, 0 = enzyme-free wells;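 active = activation factor of at least 2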; also: the source names both 10 and 20 µM as test concentration; values of inactives mirror those of a sister screen read the other way
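Assay system: mouse IAP enzyme; Reagent: CDP-Star chemiluminescent phosphatase substrate; Compound: DMSO-dissolved test compounds; Incubation: 30 min, room temperature; Technique: luminescence from enzymatic CDP-Star hydrolysis; Controls: DMSO-only wells and no-enzyme negative control.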
SENP1 inh: inhibitors of human SENP1 SUMO protease catalytic domain; recombinant SENP1 catalytic domain, CyPet-SUMO1-YPet FRET cleavage; inhibition, % at 10 µM; hit rate 0.21% among 360,000; AID 624204;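 active = inhibition at least 30% at 10 µM, raw YFP signal under a set limit, fluorescence ratio 0.5 to 1.5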;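 also: 0% = enzyme with DMSO and 100% = no enzyme wells; some results filed as inactive read as strong as hits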
Target sequence (Q9P0U3 419-644 limits assumed): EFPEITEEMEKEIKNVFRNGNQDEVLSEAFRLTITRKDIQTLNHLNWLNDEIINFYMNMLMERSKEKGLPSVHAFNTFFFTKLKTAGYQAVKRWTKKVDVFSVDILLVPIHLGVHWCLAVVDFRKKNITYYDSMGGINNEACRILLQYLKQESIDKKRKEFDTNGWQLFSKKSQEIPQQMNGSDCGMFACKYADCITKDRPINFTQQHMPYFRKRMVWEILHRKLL
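Test system: hSENP1 catalytic domain, recombinant; Amount: 20 pM final SENP1 enzyme; Medium: Tris pH 8 buffer plus EDTA, NaCl, BME, BSA, NP40, catalase; Schedule: 50 min enzyme reaction, room temperature, light-protected; Technique: FRET fluorescence in CFP and YFP emission channels; Controls: no-enzyme wells low, DMSO-plus-enzyme wells high control.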
beta cell repl: induces beta-cell replication in MIN6 cells | MIN6 cells proliferation, ATPlite luminescence, 48 h; cells starved in 0.2% serum; 100% = growth in 10% serum | proliferation, % at 10 µM | hit rate 0.29% among 330,000 | AID 2380;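 active = compounds whose signal lies at least 3.5 SD above the mean of all wells on their plate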;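 also: 0% = DMSO-treated cells in low-serum medium and 100% = 10% serum control; some compounds called inactive have numbers as strong as hits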
hIAP block: blocks human intestinal alkaline phosphatase | inhibition, % at 10 µM | hit rate 0.12% among 330,000 | purified IAP, CDP-Star luminescence, 30 min | P09923;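 active = inhibition reaching a set limit with compound at 10 µM in the primary screen, cut at about 35% in these data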;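 also: plate controls were DMSO wells with enzyme for no effect and no-enzyme buffer wells for full effect; values of inactives mirror those of a sister screen read the other way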
APOBEC3G inh: inhibitors of human APOBEC3G DNA deaminase; hit rate 0.28% among 330,000; AID 493012; inhibition, % at 20 µM; recombinant A3G, ssDNA deamination FAM/TAMRA fluorescence;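 active = inhibition of at least 40% at 20 µM, with no more than 30% in the related APOBEC3A deaminase screen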;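 also: plate controls were DMSO wells with A3G for no effect and wells lacking A3G enzyme for full effect; some compounds called inactive have numbers as strong as hits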
The depositor's hits bear a star; . = not tested or not shown. This is a subset; rates above refer to the full screens.

Preview (four entries):
SMILES	APOBEC3A inh	NLRP3 yeast inh	mIAP block	hIAP act	mIAP activ	SENP1 inh	beta cell repl	hIAP block	APOBEC3G inh
CCN(CC)CCOc1ccccc1OC	-1	13	5	0.96	0.95	1	7	4	-5
O=C(NCCc1ccc(Cl)cc1)C1CCC(=O)N1C1CCCC1 (stereo not given)	2	9	-1	1	1	3	-2	-1	-1
CC(C)Cn1c(N)c(C(=O)CSc2nccn2C)c(=O)n(C)c1=O	-1	26	2	1.1	0.98	1	0	-10	-10
Cc1cc(NC(=O)c2cccs2)ccc1NC(=O)Cc1ccccc1	1	8	0	0.96	1	1	-2	4	-3

All compounds of this part, from the start:
SMILES	APOBEC3A inh	NLRP3 yeast inh	mIAP block	hIAP act	mIAP activ	SENP1 inh	beta cell repl	hIAP block	APOBEC3G inh
CCN(CC)CCOc1ccccc1OC	-1	13	5	0.96	0.95	1	7	4	-5
O=C(NCCc1ccc(Cl)cc1)C1CCC(=O)N1C1CCCC1 (stereo not given)	2	9	-1	1	1	3	-2	-1	-1
CC(C)Cn1c(N)c(C(=O)CSc2nccn2C)c(=O)n(C)c1=O	-1	26	2	1.1	0.98	1	0	-10	-10
Cc1cc(NC(=O)c2cccs2)ccc1NC(=O)Cc1ccccc1	1	8	0	0.96	1	1	-2	4	-3
Cc1ccc(CSc2nnc(-c3cccnc3)o2)cc1	3	31	-6	1.1	1.1	-1	-1	-13	-4
Cn1c(=O)oc2cc(S(=O)(=O)N3CCN(c4ccccc4F)CC3)ccc21	-1	10	-7	0.89	1.1	20	-2	11	10
CCCOc1cccc(C(=O)NCCNC(=O)c2ccccn2)c1	-2	17	-3	1.1	1	-2	-1	-13	-5
CCC1CCCCN1C(=O)c1ccccc1OC1CCN(S(C)(=O)=O)CC1 (stereo not given)	1	27	-4	1.1	1	1	-2	-6	-3
COc1cccc(C2=CC(=O)CC(C)(C)C2)c1OC	-6	21	1	0.97	0.99	1	0	3	-10
CCCSc1ccc([C@H]2N[C@@](C)(C(=O)OC)[C@H]3C(=O)N(CC)C(=O)[C@@H]23)cc1	2	10	3	1.1	0.97	1	-2	-8	-1
Cc1ccnc(NS(=O)(=O)c2ccc(CC(C)C)cc2)c1	-1	15	2	0.95	0.98	1	0	5	-10
CC(C)n1c(C(F)(F)F)nc2cc(C(=O)N3CCCCC3)ccc21	-6	3	-2	1	1	2	-2	-4	-5
COc1cc(/C=C2\C(=O)ON=C2c2ccccc2)cc(Cl)c1O	9	8	12	0.68	0.88	14	-1	32	-4
CCCNC(=O)c1cc(-c2ccc(OC)cc2)on1	4	36	0	0.86	0.99	-2	-2	14	-4
Cc1cc(C)nc(SCC(=O)NN=C2CCCC2)n1	2	23	-14	1	1.1	-2	-2	-2	-7
Cc1nnc(Sc2nc3c(c(=O)n(C)c(=O)n3C)n2Cc2ccccc2Cl)s1	-2	20	-1	1	1	2	-4	-2	-3
NS(=O)(=O)c1ccc(CCNC(=O)C2CCCN(S(=O)(=O)c3cccnc3)C2)cc1 (stereo not given)	-4	15	8	0.96	0.92	-1	-2	4	-8
O=C1CC(N2CCN(c3ccccn3)CC2)C(=O)N1c1ccc(F)cc1 (stereo not given)	20	14	-2	1	1	-1	1	-5	-5
C=CCNC(=O)C(=O)NCC(c1ccc2c(c1)OCO2)N1CCOCC1 (stereo not given)	-4	21	-6	1.1	1.1	1	-5	-7	-5
Cc1ccc(-c2nnc(SCc3ccc(C#N)cc3)n2Cc2ccco2)cc1	7	4	-2	1	1	1	0	0	0
CN(C)CCNC(=O)c1c(CSc2ccccc2)noc1C(=O)NCc1ccccc1	3	27	-1	0.95	1	-1	-4	5	-2
COc1c(/C=N/NC(=O)c2ccccc2O)c(CCN(C)C(C)=O)cc2c1OCO2	-1	12	-5	0.99	1	1	-2	1	-7
COc1ccc(OC)c(NC(=S)N2CCN(Cc3ccccc3)CC2)c1	-5	13	-2	1	1	1	-4	-4	-4
CC(OC(=O)c1cc(-c2cccnc2)nc2ccccc12)C(=O)Nc1ccc2ccccc2c1 (stereo not given)	-4	18	8	0.88	0.92	1	1	12	-7
CCOC(=O)c1[nH]c(C)c(C(=O)NCCN2CCOCC2)c1C	1	-6	-26	0.9	1.3	2	0	10	-3
CC(=O)c1cccc(NC(=O)C(C)OC(=O)CCC2CCCCC2)c1 (stereo not given)	-2	-11	4	1	0.96	7	1	-2	-7
Cc1sc2nc(C)n(/N=C/c3ccccc3)c(=O)c2c1C	-1	16	-7	1	1.1	2	0	0	-1
COc1ccc(CN2C(=O)CCCc3ccccc32)cc1	3	15	-7	1	1.1	1	-2	-2	-9
CCC1(CC)NC(=O)N(CC(=O)OCC(=O)Nc2ccccc2[N+](=O)[O-])C1=O	0	10	-5	1.1	1.1	2	-3	-8	0
Cc1cc(=O)oc(C)c1C(=O)NCC1COc2ccccc2O1 (stereo not given)	2	8	-1	0.99	1	-8	0	0	-1
Cc1ccc(C(=O)n2cnnc2N)cc1C	-2	18	9	1.1	0.91	5	1	-8	0
COc1ccc(C(=O)NCc2ncccc2C)cc1OC1CCN(C(C)=O)CC1	2	17	-16	0.96	1.2	1	-1	4	14
CC(NC(=O)Cc1ccc(NS(=O)(=O)c2cccc(C(F)(F)F)c2)cc1)c1ccccn1 (stereo not given)	0	19	2	1	0.98	-4	-1	-2	-4
O=C(CNC(=O)c1ccccc1)OCC(=O)N1N=C(c2ccc(Cl)cc2)CC1c1ccco1 (stereo not given)	-2	17	12	0.93	0.88	-3	0	7	-7
CCOC(=O)c1cnc(SCC(=O)Nc2ccc(N3CCOCC3)cc2)nc1N	-2	5	9	0.81	0.91	.	0	20	-6
Cc1cccc(C)c1NC(=O)CNC(=O)Cc1ccc(Br)cc1	4	19	-1	1.1	1	1	2	-8	-5
COc1cccc(Cn2nnc(C(=O)Nc3cc(Cl)ccc3OC)c2N)c1	-3	4	1	0.98	0.99	-1	-2	2	-4
Nc1nc(-c2ccco2)nn1S(=O)(=O)c1ccc(Cl)cc1	8	10	-4	0.97	1	0	3	3	-5
COCCNC(=O)CSc1nc2cc3c(cc2c(=O)n1Cc1ccco1)OCO3	-1	5	0	0.8	1	0	-4	20	-3
CC1=C(C(=O)OCCOC(C)C)C(c2cccnc2)C2=C(CCCC2=O)N1 (stereo not given)	0	7	-6	1.2	1.1	-70	-2	-16	-3
O=C(COc1ccc(F)cc1)NN1C(=O)CSC1=S	-3	22	30	1.3	0.7	-22	-3	-30	-9
O=C(Nc1ccc(Cl)cc1)Nc1nc(-c2sccc2Br)cs1	-3	18	-44	1.1	1.4	3	-2	-6	-5
Cc1cc([N+](=O)[O-])cnc1Sc1nccn1C	-1	18	-2	0.99	1	-1	1	1	-7
CCc1nc(SCC(=O)N2CCCc3ccccc32)c2oc3ccccc3c2n1	-1	2	12	0.71	0.88	2	15*	29	-7
O=C(N/N=C/c1cccc2ccccc12)c1ccncc1	-7	27	7	1	0.93	1	-2	-4	-8
O=C(Nc1ccc(Cl)cc1Cl)c1ccc(Br)o1	-4	28	6	0.98	0.94	2	0	2	-7
CCn1nc(C)c(CN2CCc3c([nH]c4ccccc34)C2C(C)(C)C)c1C (stereo not given)	-2	14	0	1	1	-14	-3	-4	-4
O=C(N/N=C/c1ccccc1F)c1ccc(COc2ccccc2Cl)o1	1	12	4	1	0.96	4	-1	0	2
CCN1C(=O)[C@H]2[C@@H](c3ccc(C)cc3)N3C(=O)N(c4cccc(C)c4)C(=O)[C@@]3(Cc3ccccc3)[C@H]2C1=O	1	0	-1	0.9	1	4	-4	10	-8
CCN(CC)c1ccc(NC(=O)CCNS(=O)(=O)c2ccc3c(c2)CCC(=O)N3)c(C)c1	-6	5	5	1.1	0.95	2	-8	-12	-5

Full records, quoted from the list:
Nc1nc(-c2ccco2)nn1S(=O)(=O)c1ccc(Cl)cc1 is entered as APOBEC3A inh = 8; NLRP3 yeast inh = 10; mIAP block = -4; hIAP act = 0.97; mIAP activ = 1; SENP1 inh = 0; beta cell repl = 3; hIAP block = 3; APOBEC3G inh = -5
Cc1ccc(CSc2nnc(-c3cccnc3)o2)cc1 is entered as APOBEC3A inh = 3; NLRP3 yeast inh = 31; mIAP block = -6; hIAP act = 1.1; mIAP activ = 1.1; SENP1 inh = -1; beta cell repl = -1; hIAP block = -13; APOBEC3G inh = -4

The listing continues.
SMILES	APOBEC3A inh	NLRP3 yeast inh	mIAP block	hIAP act	mIAP activ	SENP1 inh	beta cell repl	hIAP block	APOBEC3G inh
COc1cc(S(=O)(=O)NCC2COCCO2)ccc1-n1cnnn1 (stereo not given)	-1	8	13	1.1	0.87	3	0	-11	-6
Cc1ccc(S(=O)(=O)N2CCOCC2)cc1NC(=O)COC(=O)c1ccc(OCc2c(C)noc2C)cc1	13	5	-6	1	1.1	3	-4	0	0
COc1ccc(N2CC(O)=C(c3nc(C)cs3)C2=N)cc1	-5	12	9	1.1	0.91	-2	0	-11	-7
O=C(O)CCSc1nnc(-c2cccnc2)n1-c1ccccc1	0	3	3	0.98	0.97	1	-3	2	0
Cc1ccc(CNC(=O)CCc2nc3ccccc3c(=O)[nH]2)cc1	5	2	-4	1.1	1	3	1	-6	4
O=S(=O)(c1ccccc1F)N1CCN(C(=S)NCc2ccccc2)CC1	-7	6	-12	1	1.1	3	-1	0	-11
COc1ccc(NC(=S)NCc2ccccc2Cl)c(OC)c1	-10	31	-22	0.98	1.2	-4	-4	2	-5
N#C/C(=C\c1ccc[nH]1)C(=O)Nc1ccccc1Cl	1	13	0	0.85	1	83	-4	15	-1
CC1CCN(c2ccc(/C=C(\C#N)c3nn(-c4ccccc4)c(N)c3C#N)cc2[N+](=O)[O-])CC1	-1	26	13	0.72	0.87	2	0	28	-9
CC(C)(C)SCCNC(=O)CN(c1ccc(F)cc1)S(C)(=O)=O	-3	6	-4	1.1	1	2	-2	-5	-6
COc1ccc(-n2nc(C(=O)NCC(=O)NCCC3=CCCCC3)c3ccccc3c2=O)c(OC)c1	-3	2	4	0.84	0.96	1	0	16	-8
CC1CCN(C(=O)C2CCN(CCCc3ccccc3)CC2)CC1	1	23	-10	0.97	1.1	.	-6	3	1
Cc1nnc2ccc(-c3cccc(NC(=O)c4ccco4)c3)nn12	1	2	6	0.96	0.94	3	-3	4	-2
Cc1ccc(C(=O)NCCCNC(=O)Cc2ccccc2)cn1	-3	5	-3	1	1	1	0	-4	-7
O=C(Cc1csc(NC(=O)Nc2cccc(Cl)c2)n1)NCc1ccccn1	-5	23	-22	0.99	1.2	-1	-4	1	-12
COCCNC(=S)N1CCN(C(=O)C(=O)Nc2ccc(C(=O)OC)cc2)CC1	-1	12	9	0.89	0.91	2	-1	11	-5
O=C(CCc1nc(-c2ccccc2F)no1)NCCN1CCN(Cc2ccccc2)CC1	-4	15	-12	1.2	1.1	0	-2	-19	-9
Cc1sc2nc[nH]c(=O)c2c1-c1ccc(Cl)cc1	-5	15	-2	1.2	1	-2	1	-25	-2
COc1ccc2cc(C(=O)C3CCCN(C(=O)c4cnccn4)C3)ccc2c1 (stereo not given)	4	-4	6	0.85	0.94	3	0	15	0

Source: PubChem
